pPAFAH FP inh: pPAFAH (human) enzyme inhibition; Q13093; 330,000 compounds, 1.5% hits; inhibition, % at 3.39 µM; recombinant pPAFAH, FP-rhodamine probe fluorescence polarization; AID 463082;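 active means inhibition above the mean inhibition across the screen plus 3 SD, cut at about 25% in these data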;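 further: inhibitors block binding of the rhodamine activity-based probe so polarization drops; 0% = enzyme with DMSO and 100% = wells lacking pPAFAH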
PREPL inh: inhibitors of human prolyl oligopeptidase-like enzyme PREPL | Q4J6C6 | recombinant PREPL, fluorescence polarization activity-based probe | inhibition, % at 5.96 µM | 320,000 compounds, 0.68% hits | AID 2751; in the data active means inhibition above about 43%;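 further: 0% = enzyme with DMSO and 100% = wells lacking enzyme; many of its hits are not listed in these tables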
PAFAH1B3 inh: PAFAH1B3 (human) inhibition | AID 492972 | Q15102 | recombinant PAFAH1B3, FP-rhodamine probe, fluorescence polarization | inhibition, % at 3.39 µM | 340,000 compounds, 0.28% hits;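 active means inhibition above the screen-wide average of all tested compounds plus 3 SD, cut at about 25% in these data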;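 further: 0% = enzyme with DMSO only and 100% = wells lacking PAFAH1B3 protein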
Target sequence (Q15102 whole entry, looked up): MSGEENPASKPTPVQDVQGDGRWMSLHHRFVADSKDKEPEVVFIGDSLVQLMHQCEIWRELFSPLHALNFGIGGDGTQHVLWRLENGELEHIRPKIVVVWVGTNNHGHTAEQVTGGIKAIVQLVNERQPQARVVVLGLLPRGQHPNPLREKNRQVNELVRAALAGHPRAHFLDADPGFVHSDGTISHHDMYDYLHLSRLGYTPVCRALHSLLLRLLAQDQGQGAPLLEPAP
PAD4 FP inh: PAD4 (human) enzyme inhibition; recombinant PAD4, RCA probe fluorescence polarization; inhibition, % at 6.36 µM; 330,000 compounds, 0.41% hits; AID 485272;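 active means percent inhibition above a cutoff equal to the mean of all tested compounds plus 3 SD, cut at about 15% in these data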;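 further: 0% = PAD4 with RCA probe and DMSO and 100% = probe without PAD4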
PAFAH1B2 FP inh: blocks human PAF acetylhydrolase 1b catalytic subunit 2. AID 492953. 340,000 compounds, 1.2% hits. inhibition, % at 3.39 µM. recombinant PAFAH1B2, FP-rhodamine activity probe, fluorescence polarization. P68402;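 active means inhibition above the mean of all tested compounds plus 3 SD, cut at about 24% in these data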;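 further: 0% = enzyme with DMSO and 100% = wells lacking PAFAH1B2; many of its hits are not listed in these tables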
Target sequence (P68402 whole entry, looked up): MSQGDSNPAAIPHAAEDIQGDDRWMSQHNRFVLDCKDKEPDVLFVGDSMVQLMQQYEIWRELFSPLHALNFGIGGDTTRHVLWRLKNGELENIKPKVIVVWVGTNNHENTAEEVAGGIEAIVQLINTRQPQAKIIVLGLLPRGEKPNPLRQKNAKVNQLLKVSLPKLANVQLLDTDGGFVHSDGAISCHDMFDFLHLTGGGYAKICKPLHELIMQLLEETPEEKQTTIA
LYPLA1 counter: counter-screen for PME1 inhibitors: inhibitors of human LYPLA1; O75608; recombinant LYPLA1, FP-Rh probe fluorescence polarization; inhibition, % at 5.9 µM; 320,000 compounds, 0.16% hits;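 active means inhibition above the mean of all tested compounds plus 3 SD, set per campaign, cut at about 14% in these data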;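 further: inhibitors block serine hydrolase probe labeling of LYPLA1 so polarization falls; 0% = enzyme with DMSO and 100% = wells lacking LYPLA1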
Target sequence (O75608 whole entry, looked up): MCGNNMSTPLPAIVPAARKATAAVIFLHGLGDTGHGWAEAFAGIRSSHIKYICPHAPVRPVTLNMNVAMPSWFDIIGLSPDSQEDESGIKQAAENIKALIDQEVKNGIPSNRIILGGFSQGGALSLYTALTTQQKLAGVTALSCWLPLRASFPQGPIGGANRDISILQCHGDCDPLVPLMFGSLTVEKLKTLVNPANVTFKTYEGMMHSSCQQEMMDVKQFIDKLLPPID
LYPLA2 inh: LYPLA2 (human) inhibition in PME1 counter-screen | O95372 | inhibition, % at 5.9 µM | 320,000 compounds, 0.38% hits | recombinant LYPLA2, FP-Rh probe fluorescence polarization | AID 2177;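 active means inhibition above the screen-wide mean plus 3 SD, limit set per campaign, cut at about 26% in these data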;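 further: 0% = LYPLA2 with DMSO and 100% = wells lacking LYPLA2 enzyme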
PME-1 primary: blocks human protein phosphatase methylesterase 1. recombinant PME-1, FP-Rh probe fluorescence polarization. inhibition, % at 5.9 µM. 320,000 compounds, 0.53% hits;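 active means inhibition above the campaign mean of all compounds plus 3 SD, cut at about 26% in these data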;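 further: competitive labeling of PME-1 active site by serine hydrolase directed probe; 0% = PME-1 with DMSO and 100% = wells lacking PME-1 enzyme; inhibitors block probe labeling so polarization falls and inhibition rises; many of its hits are not listed in these tables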
GSTO1 counter: GSTO1 inhibition, counter-screen for RBBP9 inhibitors. P78417. recombinant GSTO1, activity-based probe fluorescence polarization. inhibition, % at 5.96 µM. 300,000 compounds, 1.1% hits. AID 1974;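 active means inhibition above the campaign mean inhibition plus 3 SD, cut at about 35% in these data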;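 further: 0% = GSTO1-1 with DMSO and 100% = wells lacking GSTO1-1 enzyme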
Target sequence (P78417 whole entry, looked up): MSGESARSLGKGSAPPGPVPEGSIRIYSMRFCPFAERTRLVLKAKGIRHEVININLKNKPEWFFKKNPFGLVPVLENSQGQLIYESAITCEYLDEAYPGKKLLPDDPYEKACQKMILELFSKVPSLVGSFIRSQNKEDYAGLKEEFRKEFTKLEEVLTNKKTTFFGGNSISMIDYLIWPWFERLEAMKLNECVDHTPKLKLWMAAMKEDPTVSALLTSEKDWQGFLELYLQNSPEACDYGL
The depositor's hits bear a star; x = not tested or not shown. This is a subset; rates above refer to the full screens.

Value order – pPAFAH FP inh, PREPL inh, PAFAH1B3 inh, PAD4 FP inh, PAFAH1B2 FP inh, LYPLA1 counter, LYPLA2 inh, PME-1 primary, GSTO1 counter
Cc1cc(O)ccc1N=Cc1c(C(F)(F)F)[nH][nH]c1=O
  74*, 70*, 21, 98*, 16, 71*, 86*, 89*, 94*
CCCCn1c(Nc2ccccc2)nc2ccccc21
  2, 3, 7, -1, 1, -3, 1, -1, -6
O=C(NC1CC2CCC1C2)c1ccco1 (stereo unspecified)
  2, 0, 3, 5, -1, 2, 1, -5, 1
Cn1c(/C(C#N)=C(\O)c2ccc(Cl)s2)nc2ccccc21
  3, 6, 11, 4, 9, 1, 4, 1, 6
FC(F)(F)c1cnc(-c2cnc(-c3cccnc3)nc2)c(Cl)c1
  1, -6, 5, -2, -3, 2, 6, 1, 2
CCC1(C)Cc2c(sc3c2c(=O)n(C)c2nnc(SCc4ccccc4)n32)CO1 (stereo unspecified)
  12, 14, 4, 3, 2, 3, 1, -1, 7
CCOC(=O)N1CCC(c2nc3ccccc3[nH]2)CC1
  -6, -2, 5, 1, -1, -4, -1, -4, 2
C=CCC1(CC=C)CCCN1C(=O)C1CCC(=O)N(CCc2ccc(OC)cc2)C1 (stereo unspecified)
  1, 2, 8, -3, 0, -3, 3, 4, 0
COc1ccccc1N1CCN(C(c2cccs2)C(C)NC(=O)C(=O)N2CCOCC2)CC1 (stereo unspecified)
  1, 1, 5, -1, 2, 0, -6, 2, 0
CCOC(=O)n1c(=O)oc2ccccc21
  4, 14, -1, -5, 1, -2, 1, 2, 14

More structures follow.
Value order – pPAFAH FP inh, PREPL inh, PAFAH1B3 inh, PAD4 FP inh, PAFAH1B2 FP inh, LYPLA1 counter, LYPLA2 inh, PME-1 primary, GSTO1 counter
O=C1CCC(C(=O)OC(C(=O)c2c[nH]c3ccccc23)c2ccccc2)=NN1 (stereo unspecified)
  3, -2, -2, 8, 4, 2, 15, -4, 14
O=C(/C=C/c1cccs1)NC(=S)Nc1ccc(S(=O)(=O)Nc2ccccc2C(F)(F)F)cc1
  8, -3, -1, -1, 2, -28, -44, -73, -15
CN(C)c1ccc(CN(C(=O)c2ccc(Cl)c([N+](=O)[O-])c2)C2CCS(=O)(=O)C2)cc1 (stereo unspecified)
  0, 8, 2, 0, 12, 0, -3, 7, -3
O=[N+]([O-])c1ccccc1CS(=O)(=O)c1ccccc1
  4, -16, 13, 0, 2, 1, 3, 0, -3
C[C@H](CO)N1C[C@H](C)[C@@H](CN(C)Cc2ccc(Oc3ccccc3)cc2)Oc2c(NC(=O)c3ccncc3)cccc2C1=O
  4, 40, 13, -8, -1, x, x, x, x
Cc1cc(N2CCc3ccccc32)n2ncnc2n1
  1, 14, 11, 2, 8, 6, 3, 4, 2
CCOC(=O)C1=C(C)OC(N)=C(C#N)C1c1cc(Cl)c(OCC(N)=O)c(OC)c1 (stereo unspecified)
  0, 7, -2, 0, 2, 1, 3, 2, -1
CCCc1cnc(N2CCN(C(=O)c3ccccc3)CC2)nc1
  2, 1, 4, 2, 0, 1, 9, 2, 7
CCc1nnc(NS(=O)(=O)c2ccccc2)s1
  -1, -4, 6, 4, 1, 4, 9, -1, -1
O=C(COC(=O)CC(c1ccccc1)c1ccccc1)NCc1ccccc1
  5, -4, -4, -2, 2, 0, 12, 12, 4

Following part
Value order – pPAFAH FP inh, PREPL inh, PAFAH1B3 inh, PAD4 FP inh, PAFAH1B2 FP inh, LYPLA1 counter, LYPLA2 inh, PME-1 primary, GSTO1 counter
CCc1nnc(NS(=O)(=O)c2ccc(N/C=C/C(=O)c3ccc(C)cc3)cc2)s1
  -20, 8, 3, -4, 0, -1, 5, -5, -11
O=C(c1cccc(Cl)c1)N1CCCC(C(=O)N2CCCCCC2)C1 (stereo unspecified)
  3, 5, 0, -1, 4, -2, 2, 16, -2
N#Cc1cccc2c1-c1ccccc1/C2=N/NC(N)=O
  1, 9, 0, -2, 4, -4, 1, 0, -6
CC(=O)Nc1ccc(Nc2nc(C(F)(F)F)nc3c2nnn3Cc2ccccc2Cl)cc1
  2, 9, 14, 1, 2, -1, -7, 1, -6
O=C(CCCC(=O)N1CCN(c2ccccc2F)CC1)c1ccccc1
  6, -19, 3, -1, -1, -1, 1, -3, 8
CC/C(=C/c1ccccc1)c1cccc2[nH]c3c(OC)cccc3c12
  3, 12, 8, 1, 5, -7, -4, 1, 6
O=C(CSc1nnc2ccc(-c3ccc(F)cc3)nn12)N1CCCC1
  -3, 18, 4, -4, 3, 2, 3, -10, 7
COc1ccc(C)cc1NC(=O)CNc1ccc(C(C)=O)cc1
  -1, -1, -7, -2, 0, -2, 2, -3, 4
NS(=O)(=O)c1ccc(NC(=O)COC(=O)c2cc3ccccc3oc2=O)cc1
  -2, 14, -2, -1, 1, -1, 7, -5, 19
O=C(c1cccs1)N(c1ccc(F)cc1)C1C=CS(=O)(=O)C1 (stereo unspecified)
  3, -3, 1, -2, 5, -1, 2, 0, 3

Continuation.
Value order – pPAFAH FP inh, PREPL inh, PAFAH1B3 inh, PAD4 FP inh, PAFAH1B2 FP inh, LYPLA1 counter, LYPLA2 inh, PME-1 primary, GSTO1 counter
COc1ccc(S(=O)(=O)C(C#N)c2nc3ccccc3nc2N2CCC(C)CC2)cc1 (stereo unspecified)
  10, 13, x, -5, x, 4, 1, -1, -2
Cc1cccnc1CCNC(=O)CC1C(=O)NCCN1CC1CCCCC1 (stereo unspecified)
  3, 23, 12, -3, -3, 3, 3, 2, 2
Cc1cc(NC(=O)CCC(=O)N(CC(=O)NC2CCCC2)Cc2cccs2)no1
  -3, 5, 9, 3, 1, -1, 1, -5, 9
CCCOc1ccc(C(=O)CCC(=O)OCC(=O)Nc2ccc(Oc3ccccc3)cc2)cc1
  18, -11, x, 4, x, -17, -32, -7, -1
CC(C)(C)OC(=O)N[C@@H](Cc1ccccc1)c1nnc(SCC(=O)O)o1
  -3, 11, 12, -1, 8, -4, -4, -2, 2
CC(=O)Nc1ccc(Nc2nc(C)nc3c2nnn3Cc2ccccc2Cl)cc1
  13, 21, 0, -2, 2, -1, -2, 3, 4
CCOC(=O)c1cc(S(=O)(=O)NCc2ccco2)cn1C
  4, -5, -2, 0, 4, -2, -4, -1, 1
CCOc1cc(/C=C2/N=C(c3ccc4c(c3)OCO4)OC2=O)ccc1OC(C)=O
  0, 17, 2, 3, 2, 4, 7, 1, x
CCn1ncc(Br)c1C(=O)Nc1ccccc1OC
  7, 0, 14, 0, 0, -2, 7, 2, 4
CCOc1ccccc1C1NC(=O)NC(C)=C1C(=O)OC1CCCC1C (stereo unspecified)
  2, -6, 9, 3, 19, 0, -1, 4, -5

Part of the list above, in markdown:
| compound | pPAFAH FP inh | PREPL inh | PAFAH1B3 inh | PAD4 FP inh | PAFAH1B2 FP inh | LYPLA1 counter | LYPLA2 inh | PME-1 primary | GSTO1 counter |
| --- | --- | --- | --- | --- | --- | --- | --- | --- | --- |
| CCCOc1ccc(C(=O)CCC(=O)OCC(=O)Nc2ccc(Oc3ccccc3)cc2)cc1 | 18 | -11 | x | 4 | x | -17 | -32 | -7 | -1 |
| CC(C)(C)OC(=O)N[C@@H](Cc1ccccc1)c1nnc(SCC(=O)O)o1 | -3 | 11 | 12 | -1 | 8 | -4 | -4 | -2 | 2 |

Profiles from above:
CC(C)(C)OC(=O)N[C@@H](Cc1ccccc1)c1nnc(SCC(=O)O)o1 across the screens: pPAFAH FP inh = -3; PREPL inh = 11; PAFAH1B3 inh = 12; PAD4 FP inh = -1; PAFAH1B2 FP inh = 8; LYPLA1 counter = -4; LYPLA2 inh = -4; PME-1 primary = -2; GSTO1 counter = 2
CCCOc1ccc(C(=O)CCC(=O)OCC(=O)Nc2ccc(Oc3ccccc3)cc2)cc1 across the screens: pPAFAH FP inh = 18; PREPL inh = -11; PAFAH1B3 inh = x; PAD4 FP inh = 4; PAFAH1B2 FP inh = x; LYPLA1 counter = -17; LYPLA2 inh = -32; PME-1 primary = -7; GSTO1 counter = -1
CCn1ncc(Br)c1C(=O)Nc1ccccc1OC across the screens: pPAFAH FP inh = 7; PREPL inh = 0; PAFAH1B3 inh = 14; PAD4 FP inh = 0; PAFAH1B2 FP inh = 0; LYPLA1 counter = -2; LYPLA2 inh = 7; PME-1 primary = 2; GSTO1 counter = 4

(next part)
Value order – pPAFAH FP inh, PREPL inh, PAFAH1B3 inh, PAD4 FP inh, PAFAH1B2 FP inh, LYPLA1 counter, LYPLA2 inh, PME-1 primary, GSTO1 counter
Cc1cc(C)nc(SCc2nnc(SCC(=O)OC3CCCCC3)o2)n1
  1, 5, 4, -1, 3, -1, 6, 1, 3
C/C=C/c1ccc(OCC(O)CN2CCCCCCC2)c(OC)c1 (stereo unspecified)
  2, 22, 2, -2, 1, 4, 6, -3, 7
O=C(Nc1ccc(F)c(F)c1)c1ccc(F)c(S(=O)(=O)N2CCC3(CC2)OCCO3)c1
  3, -32, 3, -1, 5, -9, -7, -4, -8
COc1ccc(/C=N/NC(=O)c2ccc(Cl)c(S(N)(=O)=O)c2)cc1OCC(N)=O
  -1, 6, 10, -1, -1, 0, 4, -6, -5
CN1CCCN(C(=O)c2ccc(Cl)cc2)CC1
  -1, 8, 4, -4, 2, -3, 2, 0, 5
CCCc1cc(=O)oc2cc(OCC(=O)NCCCn3ccnc3)c(Cl)cc12
  -2, -3, 5, 2, -2, 1, 2, -1, 3
CCc1ccccc1NC(=O)NNC(=O)CCc1ccccc1
  -3, 1, -1, -1, 4, 2, -3, -3, 10
COc1cc(C(=O)N2CCSCC2)ccc1OC1CCN(C(C)=O)CC1
  6, -2, 9, -3, -2, 0, 1, 6, 6
Cn1c(SCC(=O)Nc2nnc(-c3ccccc3)o2)nnc1C1CC1
  3, 11, -2, 0, -4, -1, -5, 3, -4
c1ccc(-c2ccccc2OCCN2CCCC2)cc1
  1, 1, 2, -3, -1, 4, 0, 6, 4

Screens as filed in PubChem BioAssay.
